# ABCB1 inh – ABCB1 efflux pump inhibitors, primary screen, cell-based, multiplex, flow cytometry, ABCG2 counter-screen; inhibition, % at 6.6 µM; ATP-dependent translocase ABCB1 (Homo sapiens), P08183; 190,000 compounds, 0.067% hits; CCRF-Adr cells, JC-1 efflux; in the data active = inhibition above about 40%;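 also: 0% = vehicle and 100% = reference inhibitor; higher value means more JC-1 retained so stronger ABCB1 efflux block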
# Target sequence (P08183 whole entry, looked up): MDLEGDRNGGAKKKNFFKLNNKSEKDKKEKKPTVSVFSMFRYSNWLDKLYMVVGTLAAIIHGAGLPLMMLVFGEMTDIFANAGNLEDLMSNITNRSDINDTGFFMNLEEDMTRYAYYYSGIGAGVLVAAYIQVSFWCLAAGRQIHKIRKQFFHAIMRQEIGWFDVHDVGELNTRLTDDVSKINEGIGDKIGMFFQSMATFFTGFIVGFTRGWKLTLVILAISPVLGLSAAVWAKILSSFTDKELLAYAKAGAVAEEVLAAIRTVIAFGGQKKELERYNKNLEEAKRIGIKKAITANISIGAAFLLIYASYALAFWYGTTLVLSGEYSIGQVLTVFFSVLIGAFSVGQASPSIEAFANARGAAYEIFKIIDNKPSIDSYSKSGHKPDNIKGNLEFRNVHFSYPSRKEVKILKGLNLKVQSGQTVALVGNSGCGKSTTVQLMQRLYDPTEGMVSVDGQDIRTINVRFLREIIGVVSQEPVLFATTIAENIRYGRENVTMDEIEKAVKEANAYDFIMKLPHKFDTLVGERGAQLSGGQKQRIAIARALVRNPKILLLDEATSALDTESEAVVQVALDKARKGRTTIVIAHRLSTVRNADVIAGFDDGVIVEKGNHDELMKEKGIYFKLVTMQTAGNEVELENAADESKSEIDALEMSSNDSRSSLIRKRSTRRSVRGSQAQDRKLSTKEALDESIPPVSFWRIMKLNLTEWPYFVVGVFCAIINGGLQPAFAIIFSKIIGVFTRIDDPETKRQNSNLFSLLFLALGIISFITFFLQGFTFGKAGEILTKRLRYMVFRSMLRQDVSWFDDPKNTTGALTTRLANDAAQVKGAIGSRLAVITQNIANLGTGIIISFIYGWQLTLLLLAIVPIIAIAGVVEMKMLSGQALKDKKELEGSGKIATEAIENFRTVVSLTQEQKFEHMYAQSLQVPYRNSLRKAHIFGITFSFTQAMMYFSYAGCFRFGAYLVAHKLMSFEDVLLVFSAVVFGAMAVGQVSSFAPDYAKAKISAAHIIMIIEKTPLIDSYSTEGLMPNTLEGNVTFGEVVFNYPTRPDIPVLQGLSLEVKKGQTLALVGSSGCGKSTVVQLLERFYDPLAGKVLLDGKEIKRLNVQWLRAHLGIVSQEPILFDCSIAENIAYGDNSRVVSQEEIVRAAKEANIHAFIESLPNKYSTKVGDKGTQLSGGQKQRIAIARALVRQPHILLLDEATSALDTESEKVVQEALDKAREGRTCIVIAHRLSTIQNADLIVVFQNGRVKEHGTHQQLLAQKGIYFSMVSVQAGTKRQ
# RGS8-Gao reg – RGS8-Galphao binding modulators, primary screen, biochemical, multiplexed bead flow cytometry; AID 1423, 2008; Guanine nucleotide-binding protein G(o) subunit alpha (Homo sapiens), P09471; actives lie on both sides; 220,000 compounds, 0.34% hits; response (percent of control binding), % at 10 µM; in the data active = response below about 60% or above about 140%; inactive = in between;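 also: Galphao activated as the GDP aluminium fluoride complex binding bead-coupled RGS8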
# ABCG2 inh – ABCG2 efflux pump inhibitors, primary screen, multiplex with ABCB1, IgMXP3 cells, flow cytometry. Broad substrate specificity ATP-binding cassette transporter ABCG2 (Homo sapiens), Q9UNQ0. JC-1 efflux. inhibition, % at 6.6 µM. 190,000 compounds, 0.1% hits;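 active = inhibition above 80%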;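 also: 0% = DMSO and 100% = nicardipine control wells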
#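 test system = two drug-resistant human cell lines, ABCG2 and ABCB1 | amount = 3 million cells/mL final, two lines in 1:1 ratio | reagent = JC-1 transporter substrate | doses = one concentration, 6.6 µM final | incubation = 10 min at 25 °C | signal = flow cytometric JC-1 green MFI at 530 nm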
# RGS7-Gao – RGS7-Galphao binding modulators, primary screen, biochemical, multiplexed bead flow cytometry; Guanine nucleotide-binding protein G(o) subunit alpha (Homo sapiens), P09471; actives lie on both sides; binding response (% of control), % at 10 µM; 220,000 compounds, 0.35% hits; AID 1439, 2008; in the data active = binding response below about 49% or above about 150%; inconclusive = no clear call, values can overlap the other calls; inactive = in between;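 also: fluorescent Galphao held in activated GDP-AlF4 state binding bead-coupled RGS7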
# Mcl-1 Bim block – inhibitors of Bim peptide binding to Mcl-1, primary screen, biochemical, bead-based flow cytometry, multiplex; Induced myeloid leukemia cell differentiation protein Mcl-1 (Homo sapiens), Q07820; Bim peptide-Mcl-1 binding; inhibition, % at 10 µM; 190,000 compounds, 0.1% hits; AID 1009, 2008;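 also: 0% = no compound tracer wells and 100% = peptide blocker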
# RGS4-Gao reg – modulators of RGS4 binding to Galphao, primary screen, biochemical, multiplexed bead flow cytometry; Guanine nucleotide-binding protein G(o) subunit alpha (Homo sapiens), P09471; actives lie on both sides; binding response (% of control), % at 10 µM; 220,000 compounds, 0.33% hits; in the data active = binding response below about 49% or above about 150%; inactive = in between;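 also: fluorescent Galphao activated with aluminum fluoride binding bead-coupled RGS4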
# Bim-Bfl-1 – inhibitors of Bim binding to Bfl-1, primary screen, biochemical, multiplexed, bead-based flow cytometry; Bcl-2-related protein A1 (Homo sapiens), Q16548; Bim-Bfl-1 binding inhibition; inhibition, % at 10 µM; 190,000 compounds, 0.12% hits;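 also: 0% = wells without compound plus tracer and 100% = blocker peptide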
# Bcl-XL Bim block – inhibitors of Bim-Bcl-XL binding, primary screen, biochemical, multiplexed, bead flow cytometry, human Bcl-XL. Bcl-2-like protein 1 (Homo sapiens), Q07817. Bim peptide-Bcl-XL binding, fluorescence. inhibition, % at 10 µM. 190,000 compounds, 0.04% hits. AID 1007, 2008
# Bim-Bcl-B – inhibitors of Bim-Bcl-B binding, primary screen, biochemical, multiplexed, human Bcl-2 family. Bcl-2-like protein 10 (Homo sapiens), Q9HD36. bead-based flow cytometry, Bim peptide-Bcl-B binding. inhibition, % at 10 µM. 190,000 compounds, 0.073% hits;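 also: 0% = tracer peptide without compound and 100% = reference inhibitor peptide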
# Bim-Bcl-2 – inhibitors of Bim-Bcl-2 binding, primary screen, biochemical, multiplexed, human Bcl-2 family; Apoptosis regulator Bcl-2 (Homo sapiens), P10415; Bead-based flow cytometry, Bim peptide-Bcl-2 binding; inhibition, % at 10 µM; 190,000 compounds, 0.06% hits; in the data active = inhibition above about 40%; inconclusive = no clear call, values can overlap the other calls;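 also: 0% = no compound wells with probe peptide and 100% = reference peptide inhibitor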
# Bim-Bcl-W – inhibitors of Bim binding to Bcl-W, primary screen, biochemical, multiplexed, bead-based flow cytometry; AID 952, 2007; inhibition, % at 10 µM; Bim peptide-Bcl-W binding; 190,000 compounds, 0.02% hits;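 also: 0% = bound tracer without compound and 100% = peptide blocker; higher means less fluorescent Bim peptide bound to Bcl-W beads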
# An asterisk follows results filed as active; ? = inconclusive. Rule as the data show it, unless noted: active = inhibition above about 40%.
SMILES,ABCB1 inh,RGS8-Gao reg,ABCG2 inh,RGS7-Gao,Mcl-1 Bim block,RGS4-Gao reg,Bim-Bfl-1,Bcl-XL Bim block,Bim-Bcl-B,Bim-Bcl-2,Bim-Bcl-W
COc1ccc(C2C(C#N)=C(N)Oc3n[nH]c(C)c32)cc1Cn1cc([N+](=O)[O-])cn1 (stereo unspecified),0.2,97.8,2.0,97.5,-4.0,100.0,0.0,-3.0,-7.0,-1.0,-5.0
COc1c(S(=O)(=O)Nc2cccnc2)ccc(Cl)c1Cl,0.1,102.8,1.2,108.2,-3.0,105.5,0.0,-4.0,-7.0,-5.0,-3.0
CC(=O)N1c2c(ccc3ccccc23)C(C)CC12CCCCC2 (stereo unspecified),0.1,104.6,0.0,105.8,-2.0,102.0,-10.0,-4.0,-14.0,-7.0,-1.0
COc1ccc(O)c(C2=Nc3ccccc3N=C(c3ccco3)C2)c1,0.9,102.8,3.5,103.1,-2.0,102.0,-15.0,2.0,-12.0,-16.0,0.0
COc1ccccc1N1CCN(C(=O)CSc2nnc3c4ccccc4n(CC(=O)O)c3n2)CC1,0.4,101.5,12.1,96.3,0.0,100.4,0.0,-3.0,-16.0,-13.0,0.0
COc1ccc(C(O)P(=O)(OCC(C)C)OCC(C)C)c(OC)c1 (stereo unspecified),0.4,91.9,0.9,96.2,1.0,99.9,14.0,3.0,5.0,8.0,0.0
COC(=O)CCCC[C@@H]1SC[C@@H](NC(=O)OC)[C@@H]1NC(=O)OC,-0.6,99.3,0.0,95.5,-2.0,97.8,-1.0,-5.0,-7.0,5.0,-3.0
N#Cc1nc(Cc2cccc3ccccc23)oc1N1CCC(C(N)=O)CC1,-0.3,101.4,0.1,97.7,-3.0,101.9,-14.0,-3.0,-6.0,-10.0,1.0
COc1ccccc1NS(=O)(=O)c1cccc(NC(=O)NC2CCCCC2)c1,0.2,106.5,0.2,104.5,-2.0,105.9,-2.0,-6.0,-8.0,-6.0,-2.0
O=C(NCCCN1CCOCC1)c1ccccc1NS(=O)(=O)c1ccc(F)cc1,0.4,98.7,-1.5,?,3.0,99.1,-2.0,0.0,-2.0,1.0,5.0
FC(F)(F)c1cccc(-c2ccc(/C=N/Nc3nncc(-c4ccccc4)n3)o2)c1,0.3,103.0,0.8,100.9,0.0,100.7,-5.0,-4.0,-6.0,-2.0,-2.0
CCOc1ccc(-c2nc(CSCC(=O)NCc3ccco3)c(C)o2)cc1,-3.8,99.7,-2.6,98.0,0.0,98.7,-9.0,-2.0,-7.0,-8.0,0.0
O=C(Nc1cccnc1)c1cccc(S(=O)(=O)N2CCOCC2)c1,0.3,102.4,0.9,104.5,0.0,101.6,-12.0,-4.0,-6.0,-7.0,3.0
COc1ccc(Cl)cc1NC(=O)CNCC(c1ccccc1)N(C)C (stereo unspecified),0.7,96.4,1.4,94.5,0.0,101.6,-2.0,-1.0,-2.0,-1.0,0.0
Cc1cc2nc[nH]c2cc1[N+](=O)[O-],0.1,104.3,0.0,104.1,2.0,102.6,2.0,1.0,1.0,3.0,1.0
O=C(CSc1nnnn1-c1cccc(Cl)c1)Nc1ccc2c(c1)CCC2,-0.7,101.5,-3.3,99.3,-5.0,101.1,-6.0,-8.0,-8.0,-2.0,-8.0
CCCCOC(=O)c1ccc(NC(=O)CSC2=Nc3ccccc3C3CC=NN23)cc1 (stereo unspecified),-1.4,93.9,-0.7,99.0,1.0,92.3,0.0,-2.0,0.0,-2.0,-2.0
COc1ccc(-c2csc(N(CC3CCCO3)C(=O)c3cccs3)n2)cc1 (stereo unspecified),0.8,102.1,7.8,106.0,3.0,90.3,0.0,0.0,-2.0,2.0,0.0
O=C(CN1CCC(n2nnc3cc(C(F)(F)F)ccc32)CC1)NCc1cccs1,8.8,103.5,64.3,101.4,-3.0,104.9,-16.0,-7.0,-11.0,-14.0,-1.0
COc1ccc(C2CC(c3ccccc3)=NN2C(=O)COC(=O)c2cccnc2)cc1 (stereo unspecified),1.1,101.5,7.7,98.4,-4.0,96.4,-1.0,-4.0,-13.0,0.0,-3.0
O=c1ccn(Cc2ccccc2Cl)cc1,0.6,102.4,1.7,102.2,0.0,101.7,-1.0,-2.0,1.0,-1.0,0.0
O=c1[nH]c(NCCO)nc2c1C1(CCCC1)Cc1ccccc1-2,0.0,104.9,1.1,107.9,-1.0,106.7,0.0,-1.0,2.0,-2.0,-1.0
Cc1ccc(-n2c(=O)c3sccc3n(Cc3cc(=O)n4cc(Cl)ccc4n3)c2=O)cc1F,1.0,104.2,0.3,99.4,-1.0,105.5,0.0,-5.0,-2.0,1.0,-2.0
CNC(=O)CSc1nnc(-c2cccc(S(=O)(=O)N3CCOCC3)c2)n1-c1ccc(F)cc1,0.6,98.8,2.4,100.1,0.0,101.1,-6.0,-3.0,-1.0,-2.0,0.0
S=c1nc(-c2sccc2OCc2ccc(Cl)cc2Cl)[nH][nH]1,-2.2,95.2,-5.2,?,-1.0,98.6,3.0,-1.0,-5.0,-2.0,2.0

# Part of the list above in order of SMILES length, highest first.
SMILES,ABCB1 inh,RGS8-Gao reg,ABCG2 inh,RGS7-Gao,Mcl-1 Bim block,RGS4-Gao reg,Bim-Bfl-1,Bcl-XL Bim block,Bim-Bcl-B,Bim-Bcl-2,Bim-Bcl-W
COc1ccc(C2CC(c3ccccc3)=NN2C(=O)COC(=O)c2cccnc2)cc1 (stereo unspecified),1.1,101.5,7.7,98.4,-4.0,96.4,-1.0,-4.0,-13.0,0.0,-3.0
S=c1nc(-c2sccc2OCc2ccc(Cl)cc2Cl)[nH][nH]1,-2.2,95.2,-5.2,?,-1.0,98.6,3.0,-1.0,-5.0,-2.0,2.0
COc1c(S(=O)(=O)Nc2cccnc2)ccc(Cl)c1Cl,0.1,102.8,1.2,108.2,-3.0,105.5,0.0,-4.0,-7.0,-5.0,-3.0

# Remaining list, next part:
SMILES,ABCB1 inh,RGS8-Gao reg,ABCG2 inh,RGS7-Gao,Mcl-1 Bim block,RGS4-Gao reg,Bim-Bfl-1,Bcl-XL Bim block,Bim-Bcl-B,Bim-Bcl-2,Bim-Bcl-W
CCc1cccc(NC(=O)c2cc(OC)c(OC)c(OC)c2)c1,0.6,102.3,3.7,101.2,1.0,98.6,3.0,-1.0,2.0,0.0,0.0
CN=c1scc(C)n1/N=C/c1ccc(O)cc1O,-0.1,99.6,5.4,97.9,-1.0,102.2,-3.0,-1.0,-13.0,-3.0,0.0
Cc1cc(C)c(NC(=O)COC(=O)c2ccc([N+](=O)[O-])s2)c(C)c1,0.0,77.1,-0.2,91.7,-1.0,85.4,0.0,-5.0,-4.0,2.0,-2.0
Cc1cc(C)c(NC(=O)C(C)Sc2nnc(-c3ccco3)n2-c2ccccc2)c(C)c1 (stereo unspecified),1.7,99.4,1.5,98.8,3.0,103.1,-9.0,1.0,-3.0,-7.0,10.0
COc1ccc(NC(=O)c2ccc(OC)cc2)cc1,0.3,103.5,3.9,99.8,-1.0,106.7,-1.0,-4.0,-1.0,-5.0,-2.0
O=[N+]([O-])c1ccccc1N/N=C1\CCc2ccccc21,2.8,97.7,15.1,96.9,-1.0,97.7,1.0,-4.0,4.0,-2.0,0.0
COC(=O)[C@@]1(Cc2ccc(OC)cc2)[C@H]2c3cc(C(=O)N(C)C)n(CCSCCO)c3C[C@H]2CN1C(=O)c1ccccc1,5.3,77.5,12.8,94.2,3.0,92.9,4.0,0.0,3.0,4.0,1.0
CCN(CC)C(=O)CN1C(=O)C2(NC(=O)c3ccccc3N2)c2ccccc21 (stereo unspecified),0.1,101.0,-0.6,101.6,0.0,101.8,-5.0,0.0,-2.0,-3.0,2.0
Brc1ccc(CSc2ccc3nnc(-c4ccccn4)n3n2)cc1,0.5,101.6,0.9,98.2,5.0,101.2,-5.0,2.0,0.0,-1.0,-1.0
CN(C(=O)c1cccc(C#N)c1)c1nnc(-c2cnccn2)s1,1.2,100.0,5.2,96.1,0.0,100.1,0.0,1.0,0.0,-3.0,1.0
O=C1c2cccnc2Nc2ccccc2N1CCCF,0.2,101.9,1.1,97.0,0.0,101.1,-6.0,0.0,0.0,-1.0,2.0
O=C(/C=C/Nc1ccccc1Oc1ccccc1)c1ccco1,0.1,98.2,23.7,85.9,0.0,100.1,-3.0,0.0,-4.0,-1.0,2.0
CNC(=S)NN(C)c1nc(C)cc(C)n1,0.4,99.5,0.8,96.9,-1.0,98.1,0.0,-5.0,-3.0,0.0,-2.0
C/C(=N\NS(=O)(=O)c1ccccc1)c1ccccc1,3.1,102.2,1.2,105.0,1.0,112.0,3.0,-3.0,1.0,1.0,-3.0
Cn1c(SCC(=O)NCc2cccs2)nnc1-c1cccs1,0.7,97.5,23.1,98.1,-4.0,95.7,-8.0,-12.0,-6.0,-8.0,-4.0
O=C(Nc1ccccc1OC(F)(F)F)c1ccc([N+](=O)[O-])cc1,0.6,112.4,7.7,104.5,2.0,104.8,-3.0,-1.0,0.0,-3.0,1.0
CCc1ccc(CNCc2ccc(OCC(O)CN(C)Cc3ccccc3)cc2)nc1 (stereo unspecified),2.0,99.5,-0.6,92.3,0.0,95.4,-5.0,-6.0,0.0,-1.0,-4.0
COc1ccc(NC(=O)c2cc(C)on2)cc1,0.3,99.8,3.3,106.6,2.0,101.2,-3.0,-1.0,-3.0,0.0,-1.0
O=C(CCC(=O)N1CCCC1)Nc1nnc(C(F)(F)F)s1,0.2,100.6,1.2,97.5,1.0,96.2,-2.0,0.0,1.0,0.0,-1.0
O=C(C[n+]1ccccc1)N/N=C/c1ccccc1[N+](=O)[O-],1.8,101.5,1.1,?,0.0,103.4,-4.0,0.0,-3.0,-1.0,0.0
Cc1ccccc1CSc1ncnc2ccccc12,0.7,96.3,23.7,?,0.0,100.0,-5.0,-4.0,-4.0,-1.0,-3.0
CC(=O)NC(Cc1c[nH]c2ccccc12)C(=O)NCc1ccc2c(c1)OCO2 (stereo unspecified),0.7,104.2,1.8,105.3,0.0,104.2,-8.0,5.0,-5.0,-3.0,0.0
CC(=O)c1c(OCC(=O)O)ccc2c(C)cc(=O)oc12,0.3,100.6,0.9,97.3,1.0,97.4,-6.0,0.0,2.0,0.0,-2.0
O=C(N/N=C/c1ccc(O)c2ncccc12)c1cccc(Br)c1,0.1,98.3,1.0,94.5,-2.0,100.1,-6.0,-1.0,-1.0,-1.0,-1.0
CCc1ccccc1N1CSC2=C(C#N)C(c3cc(OC)c(OC)cc3OC)CC(=O)N2C1 (stereo unspecified),-0.4,89.1,-0.7,104.3,-2.0,96.2,18.0,2.0,-10.0,2.0,11.0
COc1ccc(CNC(=O)C(=O)NCCCn2ccnc2)cc1,0.1,99.8,0.3,100.7,-1.0,99.7,-7.0,-2.0,-4.0,-11.0,-1.0

# Bioassay records as filed in PubChem BioAssay.
